PME-1 primary: PME-1 (human) inhibition; Q9Y570; recombinant PME-1, FP-Rh probe fluorescence polarization; inhibition, % at 5.9 µM; hit rate 0.53% among 320,000; AID 2130;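 active = inhibition above the campaign mean of all compounds plus 3 SD, cut at about 26% in these data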;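 note: competitive labeling of PME-1 active site by serine hydrolase directed probe; 0% = PME-1 with DMSO and 100% = wells lacking PME-1 enzyme; inhibitors block probe labeling so polarization falls and inhibition rises; many of its hits are not listed in these tables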
pPAFAH inh: pPAFAH (human) enzyme inhibition; inhibition, % at 3.39 µM; Q13093; hit rate 1.5% among 330,000; recombinant pPAFAH, FP-rhodamine probe fluorescence polarization;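 active = inhibition above the mean inhibition across the screen plus 3 SD, cut at about 25% in these data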;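 note: inhibitors block binding of the rhodamine activity-based probe so polarization drops; 0% = enzyme with DMSO and 100% = wells lacking pPAFAH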
AHR act: activators of human aryl hydrocarbon receptor; AHR-responsive luciferase reporter cells, luminescence; P35869; hit rate 2.5% among 320,000; AID 2796; activation, % at 5 µM; in the data active = activation above about 47%;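 note: 0% = vehicle wells and 100% = reference agonist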
PAFAH1B2 inh: PAFAH1B2 (human) inhibition. recombinant PAFAH1B2, FP-rhodamine activity probe, fluorescence polarization. inhibition, % at 3.39 µM. hit rate 1.2% among 340,000;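 active = inhibition above the mean of all tested compounds plus 3 SD, cut at about 24% in these data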;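 note: 0% = enzyme with DMSO and 100% = wells lacking PAFAH1B2; many of its hits are not listed in these tables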
Bcl-xL primary: inhibitors of human Bcl-xL | Q07817 | GST-Bcl-xL / FITC-Bim BH3 peptide fluorescence polarization | inhibition, % at 10.9 µM | hit rate 0.7% among 320,000;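 active = inhibition above the mean of all tested compounds plus 3 SD, cutoff set per campaign, cut at about 30% in these data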;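 note: 0% = DMSO wells and 100% = unlabeled Bim-BH3 peptide competitor; inhibitors lower millipolarization by displacing the labeled peptide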
Target sequence (Q07817 whole entry, looked up): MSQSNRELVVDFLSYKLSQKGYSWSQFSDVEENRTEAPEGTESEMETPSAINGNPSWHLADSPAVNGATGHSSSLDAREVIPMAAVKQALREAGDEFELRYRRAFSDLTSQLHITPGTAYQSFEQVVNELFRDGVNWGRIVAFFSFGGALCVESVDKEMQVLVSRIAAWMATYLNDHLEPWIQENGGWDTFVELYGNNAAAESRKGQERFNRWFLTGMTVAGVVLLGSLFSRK
MCL1 BIM primary: MCL1-BIM-BH3 interaction inhibition (human) | hit rate 0.68% among 320,000 | inhibition, % at 10.9 µM | GST-MCL1 / FITC-Bim-BH3 fluorescence polarization;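 active = inhibition above the mean inhibition of all tested compounds plus 3 SD, set per campaign, cut at about 40% in these data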;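 note: 0% = DMSO wells and 100% = unlabeled Bim-BH3 peptide control; higher means more loss of mP so more displacement of Bim peptide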
Target sequence (Q07820 whole entry, looked up): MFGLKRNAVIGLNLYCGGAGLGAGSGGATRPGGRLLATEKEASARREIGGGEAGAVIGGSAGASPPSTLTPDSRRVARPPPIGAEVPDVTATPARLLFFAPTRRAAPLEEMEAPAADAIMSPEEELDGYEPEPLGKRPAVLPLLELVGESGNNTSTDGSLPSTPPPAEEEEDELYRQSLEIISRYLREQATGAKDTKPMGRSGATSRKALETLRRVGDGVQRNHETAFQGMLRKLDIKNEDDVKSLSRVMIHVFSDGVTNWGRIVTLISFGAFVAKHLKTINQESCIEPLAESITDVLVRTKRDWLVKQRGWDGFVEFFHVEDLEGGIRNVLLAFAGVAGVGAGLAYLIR
MEX-5 binding: C. elegans MEX-5 TCR-2 RNA binding activity | MEX-5/FITC-TCR2 RNA binding, fluorescence polarization; hits give low values | activity score (negative = inhibition of binding), % at 10 µM | hit rate 0.38% among 300,000;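 active = inhibition past about -25% in most replicates, and total fluorescence under double the plate's negative control median, limit read from the data; inconclusive = replicates evenly split on the limit, or fluorescence at least double controls; inactive = too little inhibition in most replicates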;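 note: 0% = DMSO and -100% = 5 µM competing unlabeled TCR2 RNA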
GLD-1 TGE inh: GLD-1-TGE RNA interaction inhibition (C. elegans); Q17339; purified GLD-1 + fluorescein TGE RNA, fluorescence polarization; inhibition, % at 5.96 µM; hit rate 0.44% among 320,000;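 active = percent inhibition above a per-plate cutoff, the plate mean of test compounds plus 3 SD, cut at about 30% in these data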;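 note: 0% = DMSO wells with GLD-1 and probe and 100% = wells lacking GLD-1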
Target sequence (Q17339 whole entry, looked up): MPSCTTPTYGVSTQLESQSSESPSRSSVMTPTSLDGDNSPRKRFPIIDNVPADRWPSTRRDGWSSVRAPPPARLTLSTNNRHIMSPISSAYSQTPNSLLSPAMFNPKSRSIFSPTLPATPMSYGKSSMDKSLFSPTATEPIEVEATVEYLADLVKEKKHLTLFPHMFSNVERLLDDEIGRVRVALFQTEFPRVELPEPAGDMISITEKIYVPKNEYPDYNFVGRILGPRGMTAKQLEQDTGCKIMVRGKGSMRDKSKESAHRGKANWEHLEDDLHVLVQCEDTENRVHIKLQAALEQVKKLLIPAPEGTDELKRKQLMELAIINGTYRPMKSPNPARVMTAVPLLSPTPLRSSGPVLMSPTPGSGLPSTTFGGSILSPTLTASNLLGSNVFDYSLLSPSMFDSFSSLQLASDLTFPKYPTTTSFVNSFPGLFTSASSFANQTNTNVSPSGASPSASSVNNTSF
Fam108B inh: Fam108B inhibition, counter-screen for RBBP9 inhibitors; inhibition, % at 9.51 µM; hit rate 0.33% among 300,000; recombinant Fam108B, FP-Rh probe fluorescence polarization; AID 1947;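 active = inhibition above the screen mean inhibition plus 3 SD, computed separately per campaign, cut at about 18% in these data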;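 note: inhibitors lower polarization as less probe binds the enzyme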
Starred values were filed as active, the others as inactive; ? = inconclusive; . = not tested or not shown.

SMILES	PME-1 primary	pPAFAH inh	AHR act	PAFAH1B2 inh	Bcl-xL primary	MCL1 BIM primary	MEX-5 binding	GLD-1 TGE inh	Fam108B inh
C=CCn1c(NC(C)c2cc(Cl)ccc2O)nc2ccccc21 (stereo unspecified)	7	-1	9	0	0	9	-0.9	4	2
CC(OC(=O)/C(C#N)=C/c1ccc(N(C)C)cc1)C(=O)N(C)Cc1ccccc1 (stereo unspecified)	-93	-31	2	-59	-78	-177	-1.0	-126	-76
NC(=O)c1c(Nc2nc3c(F)cccc3s2)sc2c1CCCC2	12	13	52*	-9	-58	-156	-1.2	-93	-2
O=C(CNS(=O)(=O)c1cccc2nsnc12)NCc1ccc(Cl)cc1	4	3	24	13	3	6	2.1	-8	-1
Cc1sc(NC(=O)CCCC(=O)O)c(C(N)=O)c1-c1ccccc1	-6	1	-5	-2	4	-5	0.1	-6	-1
Clc1ccc2nc(COc3ccccc3)[nH]c2c1	-11	-4	-6	-2	1	7	-1.9	5	-4
COc1cccc(-c2sc3ccc(OC)cc3c2-c2cc(F)cc(OC)c2)c1	-5	0	7	-2	1	1	.	0	.
CC(C)N(Cc1ccccc1)C(=O)CN1C(=O)NC2(CCCC2)C1=O	3	3	1	9	-9	-16	.	2	.
O=S(=O)(NC1CCCC1)c1ccc(S(=O)(=O)N(Cc2cccs2)CC2CCCO2)cc1 (stereo unspecified)	8	20	-2	4	-5	-9	-0.1	-7	-3
Cc1cccc(Nc2c([N+](=O)[O-])c(=O)oc3ccccc23)c1	3	-5	1	0	7	5	2.8	-2	3
CC(C)NC(=O)Cn1cc(C(=O)COc2ccccc2)c2ccccc21	0	5	21	1	1	3	0.1	-2	5
Brc1cc2c(cc1/C=N/Nc1nc(N3CCCC3)nc(N3CCOCC3)n1)OCO2	3	2	3	2	5	0	4.2	0	3
O=C(Cn1ncc2c1-c1ccccc1OC2)Nc1ccc(Cl)cn1	-5	-2	7	0	-2	-4	-1.0	-10	3
COc1ccccc1NS(=O)(=O)c1ccc(C(=O)OCC(=O)NCc2ccco2)cc1	-3	21	-2	-6	0	-11	-0.3	8	-5
CCC(=O)N1CCc2cc(S(=O)(=O)CCC(=O)N3CCN(c4ccccc4)CC3)ccc21	-1	6	0	10	9	6	-1.9	0	-3
CC1CN(C(=O)c2ccc(COc3ccc(C(C)C)cc3)o2)CC(C)O1 (stereo unspecified)	-4	7	23	0	1	-2	1.0	6	-2
CCOC(=O)N1CCN(C(=O)CN(c2cc(Cl)ccc2OC)S(=O)(=O)c2ccccc2)CC1	6	-2	-4	0	0	-4	2.2	10	0
O=C(NCC(c1ccco1)N1CCc2ccccc21)c1ccc([N+](=O)[O-])cc1 (stereo unspecified)	-3	5	2	9	5	3	1.3	-1	1
CC(C)C(OC(=O)c1ccco1)C(=O)NCc1ccc2c(c1)OCO2 (stereo unspecified)	-2	3	-1	-2	1	0	-0.1	-2	1
Cc1ccc(SCC(=O)Nc2cccc(-c3nnc(-c4ccco4)o3)c2)cc1	-29	-7	3	4	6	0	-0.3	-9	-20
COc1ccc(CN2CCN(C(=O)c3cccc(OC)c3OC)CC2)cc1OC	0	1	1	1	3	0	-0.6	7	3
N#CCSc1ccc(S(=O)(=O)N2CCOCC2)cn1	.	8	1	5	.	.	.	0	.
COc1ccc(COC(=O)N/N=C(\C)CC(=O)Nc2ccc(Cl)cn2)cc1	-5	5	9	.	-2	3	2.3	2	2
COC(=O)c1cc(NC(=O)N2c3ccccc3Sc3ccccc32)cc(C(=O)OC)c1	-14	7	0	1	6	4	3.3	2	-9
Cc1ccc(NC(=O)COC(=O)c2c(C)nn(-c3ccccc3)c2C)cc1	-8	2	1	-1	-8	-17	.	6	.
(next part)
SMILES	PME-1 primary	pPAFAH inh	AHR act	PAFAH1B2 inh	Bcl-xL primary	MCL1 BIM primary	MEX-5 binding	GLD-1 TGE inh	Fam108B inh
COc1ccc(C(CC(=O)O)N2Cc3ccccc3C2=O)cc1OC (stereo unspecified)	-3	4	1	9	1	-9	0.0	6	-2
O=C(CSc1nnc(-c2cccnc2)o1)Nc1cccc(F)c1	4	-1	1	3	-4	0	-0.4	3	-3
NC(=O)c1ccsc1NC(=O)CSc1ncnc2sccc12	.	7	16	1	.	.	.	-7	.
O=C(O)CCC(=O)NNc1nc2ccccc2nc1-c1ccccc1	-1	1	0	2	4	7	-5.4	3	3
Oc1[nH]c2ccccc2c1C=Nc1ccc2c(c1)OCO2	31*	6	58*	3	4	4	-1.3	-3	2
CCOC(=O)[C@@H]1[C@H]2COc3ccccc3[C@@H]2N2C(=O)N(c3ccc(Br)cc3)C(=O)[C@]12C	.	1	0	6	.	.	.	10	.
COc1cccc(C(=O)N/N=C/C(Br)=C/c2ccccc2)c1	-6	1	19	0	5	3	0.5	1	2
CCOCCCNC(=O)N1CCOCC1	-5	2	2	7	4	-2	0.2	2	-1
COc1ccccc1S(=O)(=O)Cc1ccc(C(=O)NCCN(C)C)o1	-2	4	22	0	5	4	-1.4	6	2
Cn1c(=O)c2c(nc(NCc3ccc4c(c3)OCO4)n2Cc2ccc(F)cc2)n(C)c1=O	-9	6	1	2	5	2	0.0	5	10
Brc1ccc2c(c1)OCCOCCOCCOCCOCCOCCO2	-3	12	-1	0	1	-5	-0.6	0	-3
Cc1ccc(-n2c(SCC(=O)N(C)C3CCS(=O)(=O)C3)nc3ccccc3c2=O)c(C)c1 (stereo unspecified)	.	0	1	3	.	.	.	-2	.
CCC(CO)N=C1CC(C)(C)CC(=O)/C1=C(/O)CCCN1C(=O)c2ccccc2C1=O (stereo unspecified)	-5	4	4	0	5	7	0.5	4	3
COc1ccccc1-n1c(SCC(=O)Nc2cccc(S(N)(=O)=O)c2)nc2ccccc2c1=O	5	4	3	2	5	6	-0.6	5	-2
COc1cccc2c(O)cc(=O)n(C)c12	-8	19	-1	2	-5	-6	-1.2	5	-2
CCc1ccc(-c2c(C)sc(NC(=O)C3CCC3)c2C#N)cc1	-1	4	3	4	-5	10	-2.4	1	0
COc1ccc(NC(=O)CCN2C(=O)C3C4C=CC(C4)C3C2=O)cc1 (stereo unspecified)	-2	3	3	3	5	1	-0.2	4	-1
Cc1cccc(NC(=O)CCCN2C(=O)c3ccccc3C2=O)n1	-4	2	1	8	2	-8	0.1	-11	1
Cc1ccc(NC(=O)Cc2nnc(N)s2)cc1	-8	5	6	.	6	5	-1.4	6	-3
COc1ncccc1C(=O)N1CCC(n2nccc2NC(=O)CC(C)C)CC1	1	4	-1	5	0	1	0.2	-8	3
O=C(Cc1ccccc1)NC1CCS(=O)(=O)C1 (stereo unspecified)	-4	5	0	1	-2	3	0.9	5	0
Cc1cccn2c(=O)c3cc(C(=O)NCc4ccco4)c(=N)n(C(C)C)c3nc12	8	10	22	1	84*	90*	?	49*	2
O=C(Nc1nn[nH]n1)c1ccc(S(=O)(=O)N2CCCCC2)cc1	-1	0	2	7	3	11	-0.8	1	0
O=C(N/N=C/C(Br)=C\c1ccccc1)c1ccco1	2	-2	11	.	1	-3	-0.6	0	-1
Cc1ccc(S(=O)(=O)NCc2cccnc2)cc1C(=O)NC1CCCCC1	2	0	1	5	2	7	-1.7	7	4

Individual results from above:
O=C(CSc1nnc(-c2cccnc2)o1)Nc1cccc(F)c1 – Fam108B inh: -3
O=C(Cc1ccccc1)NC1CCS(=O)(=O)C1 (stereo unspecified) – PME-1 primary: -4
Cn1c(=O)c2c(nc(NCc3ccc4c(c3)OCO4)n2Cc2ccc(F)cc2)n(C)c1=O – AHR act: 1

(more compounds)
SMILES	PME-1 primary	pPAFAH inh	AHR act	PAFAH1B2 inh	Bcl-xL primary	MCL1 BIM primary	MEX-5 binding	GLD-1 TGE inh	Fam108B inh
COc1cc(C2C(C#N)=C(N)OC3=C2C(=O)CCC3)ccc1OC(=O)N1CCOCC1 (stereo unspecified)	-3	-3	0	9	6	7	-4.1	4	4
CCC(C)NC(=O)NC1C(NC(=O)NC(C)CC)N(C)C(=O)N1C (stereo unspecified)	-2	3	1	2	4	-1	2.5	5	-1
O=C(Cn1ncc2c3ccccc3n(Cc3ccccc3F)c2c1=O)NCCCN1CCCC1=O	1	0	-1	6	-4	-6	1.4	-2	1
CCN(CC)S(=O)(=O)c1cccc(NC(=O)CCNC(=O)c2ccccc2Cl)c1	11	4	-2	3	2	-5	1.9	1	1
NC(=O)c1cccc(CC(=O)c2ccccc2)c1	4	18	2	6	2	4	-1.3	1	-3
CN(C(=O)CN1C(=O)S/C(=C\c2ccccc2F)C1=O)C1CCS(=O)(=O)C1 (stereo unspecified)	8	3	0	7	6	-3	1.4	1	0
COc1cc(NS(C)(=O)=O)ccc1Nc1c2ccccc2nc2ccccc12	-33	7	8	2	5	3	.	-3	0
Cc1[nH]c2ccccc2c1C(=O)CSc1ccccc1	-9	1	101*	3	4	4	-1.4	4	3
O=C(Nc1c(C(=O)N2CCOCC2)oc2ccccc12)c1cccc([N+](=O)[O-])c1	4	3	-5	8	1	9	.	5	-4
O=C(CN1CCC(c2nc3ccccc3s2)CC1)NCc1cccs1	40*	7	-7	4	8	11	0.0	-5	0
CC(C)OCCCNC(=S)Nc1ccc(S(N)(=O)=O)cc1	-6	6	3	6	5	0	-0.9	3	-1
Cc1ccc(C)c(Cn2nnc3c(=O)[nH]c(C4CCN(C(=O)c5cccs5)CC4)nc32)c1	13	1	4	-4	1	-6	0.0	6	0
Cc1cc(C)nc(SCc2ccc(F)cc2)n1	0	2	-2	-3	2	-3	2.2	-11	-5
CC(CCc1ccccc1)NC(=O)c1ccncc1 (stereo unspecified)	-5	3	6	-3	4	3	-2.0	-2	0
CN(CCC1CCCCO1)C(=O)CCc1nnc(C2CCCCC2)o1 (stereo unspecified)	0	1	4	7	1	2	-1.6	-2	1
CC1=NN(C(=O)CCCc2ccccc2)C(O)(C(F)(F)F)C1 (stereo unspecified)	6	5	3	-3	-1	3	0.7	-3	-2
CCOc1ccccc1C(=O)n1nc(C)cc1C	2	-1	12	1	5	7	1.2	-6	0
COc1ccc(C2C(C(C)=O)=C(C)Nc3ncnn32)c(OC)c1OC (stereo unspecified)	-7	2	1	1	4	1	-1.3	4	2
CCOc1ccc(N(CC)C(=O)COc2cc(=O)n(CC)c3ccccc23)cc1	3	12	17	2	-3	1	1.0	0	0
Cn1cc(C(=O)c2ccc(Cl)cc2Cl)cc1C=O	3	6	1	-3	5	2	-1.9	-1	-2
CC1(C)CC(=O)C(C(C#Cc2ccccc2)C2=C(O)CC(C)(C)CC2=O)=C(O)C1	1	-5	1	2	2	4	-1.9	2	-1
COc1ccc(NC(=O)CN(C)S(=O)(=O)c2ccc(Cl)cc2)cn1	-3	-3	0	3	2	7	.	5	.
Cc1cc(C(=O)COC(=O)c2ccc3c(c2)OCO3)c(C)n1Cc1cccs1	-9	1	-3	-5	7	8	4.8	-2	-4
COc1cccc(COC(=O)c2c(C)nn(-c3ccccc3)c2Cl)c1OC	3	10	-7	-2	-2	-4	-2.2	3	0
O=C(CN(C(=O)c1csnn1)c1ccc(F)cc1)NCc1ccc(F)cc1	5	-2	0	5	6	6	-0.3	-2	3
CCN1CCN(Cc2ccc(NC(=O)c3ccc(C)c(NC(=O)c4csc(-c5ccncc5)n4)c3)cc2C(F)(F)F)CC1	-7	-6	6	1	5	1	1.2	-8	-8
O=c1[nH]c(NCCO)c(N=Cc2ccccc2)c(=O)[nH]1	-1	-4	-2	-1	13	10	-5.7	4	2

The list is partial. The share of hits here may be higher or lower than overall.
